Source: PubChem (National Center for Advancing Translational Sciences (NCATS))
Vif-A3F inh – blocks the Vif interaction with APOBEC3F; hit rate 0.2% among 390,000; AID 602313; HeLa A3F-eYFP + Vif (tagged APOBEC3F with the HIV-1 protein that degrades it), YFP fluorescence increase; Potency, µM (series often up to 46.1 µM), for the others: at the highest dose activity, negative = active; also: potency is read from the fitted curve at half-maximal effect; % of control where 0% means no effect; nearly all actives have a fitted effect of over 65% in size
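HeLa cells stably expressing Vif plus C-terminally eYFP-tagged A3F were seeded, incubated overnight at 37 deg C, dosed with compound, incubated overnight again at 37 deg C. Yellow fluorescence (Ex 488/Em 500-530) reported blocked Vif-mediated A3F-eYFP degradation.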
LDHA block – inhibitors of human lactate dehydrogenase A; P00338; purified LDHA, NADH/diaphorase-resazurin fluorescence; hits give low values; hit rate 0.15% among 480,000; activity change, % (values are at about 110 or 230 µM); in the data active = activity change below about -30%; inconclusive = mostly about -25% to -30%;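 also: plate controls were DMSO wells for no effect and wells without enzyme for full effect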
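Human LDH5 (2 nM) was incubated with 0.06 mM NADH and 0.2 mM pyruvate for 5 min at room temperature in Tris pH 7.4. Remaining NADH was coupled through diaphorase/resazurin, and resorufin fluorescence was read at 0 and 20 min.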
D1 PAM – potentiators of human D1 dopamine receptor; P21728; HEK293 TREx D1 cells, calcium flux, dopamine EC20 potentiation; potentiation, % at 10 µM; hit rate 0.036% among 360,000; in the data active = potentiation above about 30%; also: 0% is about no effect
D1 antag – antagonists of human D1 dopamine receptor. P21728. HEK293 TREx D1 cells, calcium flux, dopamine EC80; hits give low values. activity change, negative = inhibition, % at 10 µM. hit rate 3.2% among 360,000. AID 504652; in the data active = activity change below about -30%; also: % is scaled to controls: 0 for no effect and ±100 for the full control effect
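HEK293 T-REx cells expressing inducible, force-coupled D1 receptor; no-wash Ca dye, 30–90 min RT. Cmpd → 180 s read at 1 Hz → EC80 DA → 180 s read.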
D2 PAM – positive allosteric modulators of human D2 dopamine receptor. P14416. HEK293 T-REx D2, calcium flux, EC20 dopamine potentiation. potentiation, % at 10 µM. hit rate 0.34% among 340,000;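 active = potentiation over 3 SD above the plate norm, cut at about 30% in these data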; also: 0% is about no effect
Target sequence (P14416 whole entry, looked up): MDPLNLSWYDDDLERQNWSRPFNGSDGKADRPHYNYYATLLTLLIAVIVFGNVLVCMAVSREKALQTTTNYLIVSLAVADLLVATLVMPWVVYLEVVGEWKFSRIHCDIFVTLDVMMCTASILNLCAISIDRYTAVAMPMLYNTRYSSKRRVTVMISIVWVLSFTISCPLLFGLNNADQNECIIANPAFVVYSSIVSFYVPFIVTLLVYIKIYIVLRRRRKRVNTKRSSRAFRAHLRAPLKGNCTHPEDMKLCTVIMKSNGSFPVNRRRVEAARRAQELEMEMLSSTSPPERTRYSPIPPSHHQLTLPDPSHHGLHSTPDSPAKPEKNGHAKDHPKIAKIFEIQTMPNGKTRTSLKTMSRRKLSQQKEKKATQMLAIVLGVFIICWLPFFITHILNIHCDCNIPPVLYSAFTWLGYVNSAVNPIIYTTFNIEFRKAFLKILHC
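Using a no-wash calcium dye in inducible, force-coupled HEK293 Trex cells expressing D2, we tracked fluorescence each second for 180 s after compound, then for 180 s after EC20 dopamine to detect augmented signalling.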
RXFP1 agonist – agonists of human relaxin receptor RXFP1; HEK293T-RXFP1 cAMP TR-FRET, 30 min; response scale: percent of porcine relaxin response, buffer zero; Q9HBX9; Potency, µM (top dose mostly 57.5 µM), for the others: at the highest dose activation, usual class: activators; hit rate 0.3% among 370,000; also: potency is read from the fitted curve at half-maximal effect; % is scaled to controls: 0 for no effect and ±100 for the full control effect; nearly all actives have a fitted effect of over 60% in size; many of its hits are not listed in these tables
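Agonist response is measured as cAMP accumulation in an RXFP1-transfected HEK293T line under PDE4 inhibition. Values are scaled between buffer-only and 29 nM porcine relaxin, and EC50s come from standard Hill equation fits.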
Vif-A3G inh – blocks the Vif interaction with human APOBEC3G. Q9HC16. HeLa A3G-eYFP + Vif (tagged APOBEC3G with the HIV-1 protein that degrades it), YFP fluorescence, overnight. Potency, µM (top dose mostly 46.1 µM), inactives show top-dose activity, negative = active, hits mostly inhibitors. hit rate 0.076% among 410,000;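 also: potency is read from the fitted curve at half-maximal effect; % is scaled to controls: 0 for no effect and ±100 for the full control effect; nearly all actives have a fitted effect of over 60% in size; hits raise eYFP signal because A3G escapes Vif-driven loss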
Target sequence (Q9HC16 whole entry, looked up): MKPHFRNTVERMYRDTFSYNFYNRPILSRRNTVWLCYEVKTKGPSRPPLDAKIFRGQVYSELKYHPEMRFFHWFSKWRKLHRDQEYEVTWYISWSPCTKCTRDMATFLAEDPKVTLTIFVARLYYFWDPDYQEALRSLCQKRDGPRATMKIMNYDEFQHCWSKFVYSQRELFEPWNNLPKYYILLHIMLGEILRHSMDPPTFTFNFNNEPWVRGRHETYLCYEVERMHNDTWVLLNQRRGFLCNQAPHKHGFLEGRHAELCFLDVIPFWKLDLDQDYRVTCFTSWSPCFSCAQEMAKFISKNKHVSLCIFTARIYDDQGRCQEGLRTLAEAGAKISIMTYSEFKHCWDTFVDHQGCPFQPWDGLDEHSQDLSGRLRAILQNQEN
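Read-out is eYFP fluorescence (Ex 488/Em 500-530) from Vif-expressing HeLa A3G-eYFP cells; more signal means A3G escaped Vif-mediated degradation. Cells plated overnight, compound pinned in, incubated overnight at 37 deg C.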
Glioma ERSR ind – inducers of ER stress response in human glioma cells; Potency, µM, inactives show at the top dose activation, usual class: activators; AID 602332; U87-MG GRP78 promoter luciferase reporter, 16 h; hit rate 0.02% among 420,000; also: potency is read from the fitted curve at half-maximal effect; series mostly up to about 76 µM; % of control where 0% means no effect; nearly all actives have a fitted effect of over 35% in size
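Stably transfected U87-MG glioma cells carrying a GRP78-based luciferase sensor; 16 h compound incubation. Luminescence end-point read 10 min after Bright-Glo addition at room temperature.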
D1 agonist – activates the human D1 dopamine receptor | P21728 | HEK293 T-REx D1 cells, calcium flux, agonist mode | activation, % at 2 µM | hit rate 1% among 360,000 | AID 504660; in the data active = activation above about 30%; also: 0% is about no effect
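Tetracycline-induced HEK293 TREx D1 cells, force-coupled to calcium signalling, were dye-loaded with a no-wash calcium kit. Compound was pin-added after a 10 s baseline. Fluorescence was read kinetically at 1 cycle/s for 180 s, with calcium rises flagged as agonism.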
The depositor's hits bear a star; ? = inconclusive; / = not tested or not shown. Unless noted, calls follow the shape of the dose curve; as a rule, active = well fitted curve in the direction sought with a large enough effect; inconclusive = small, poorly fitted or top-dose-only effect, or another doubt; inactive = no such curve, though single readings can be large; an effect the other way counts as inactive or inconclusive.

SMILES | Vif-A3F inh | LDHA block | D1 PAM | D1 antag | D2 PAM | RXFP1 agonist | Vif-A3G inh | Glioma ERSR ind | D1 agonist
COc1cc(/C=N/NC(=O)c2cccs2)ccc1O | -108% | 1 | -2 | -1 | -4 | -2.1% | 2% | -3% | 2
COc1cc(Cl)c(C)cc1NC(=O)CN(C)C1CCS(=O)(=O)C1 (centres undefined) | 2% | -4 | / | / | / | / | -3% | -3% | /
COc1cccc2sc(Nc3nc4ccc(NC(C)=O)cc4s3)nc12 | -4% | -2 | 7 | 7 | 10 | 2.7% | -8% | 2% | 0
CCN(CC)S(=O)(=O)c1ccc2c(c1)nc(CCC(=O)Nc1ccc3c(c1)OCO3)n2C | -13% | 10 | 2 | -1 | 14 | 0.7% | -1% | 1% | 0
CC(=Nc1cc(C(=O)c2ccccc2)ccc1N)C1=C(O)CC(C)(C)CC1=O | 1% | 0 | -13 | 9 | -2 | 0.7% | -7% | 4% | 2
O=C(N/N=C/c1ccco1)c1cc(-c2cccc(Br)c2)nc2ccccc12 | 0% | -3 | -3 | -11 | 6 | 3.4% | -2% | 0% | 0
Cc1cc(C(=O)N2CCc3ccccc3C2)on1 | 1% | -9 | -2 | -16 | 12 | -1.2% | 1% | 1% | 0
COc1ccccc1CC(=O)N1CCCc2cc(C)ccc21 | 1% | 4 | 0 | -18 | -2 | -3.3% | 1% | -1% | -2
C=CCN(C(=O)CCC(=O)Nc1cc(C)on1)C(C(=O)NC(C)(C)C)c1cccc(OC)c1OC (centres undefined) | / | 0 | -2 | 3 | / | 0.5% | 1% | -5% | 0
Nc1ccccc1Sc1cc(Cl)nnc1Cl | -7% | 0 | -1 | 8 | 6 | -1.5% | -1% | -2% | 1
CN(c1ccc(OCC(=O)O)cc1)S(=O)(=O)c1ccc2ccccc2c1 | 0% | -1 | -6 | -5 | 1 | 0.7% | -3% | -6% | 3
Cc1ccc(S(=O)(=O)N2CCOC2CNC(=O)C(=O)NCc2ccccc2)cc1 (centres undefined) | -14% | -1 | -4 | 5 | 0 | 0.6% | -4% | 0% | 3
c1cncc(C2OCC3(CO2)COC(c2cccnc2)OC3)c1 (centres undefined) | 0% | 2 | -2 | -16 | 8 | -1.2% | -1% | -2% | 0
CCOC(=O)c1c(NC(=O)COc2cccc3c2CCN(Cc2ccc(F)cc2)C3=O)sc2c1CCC2 | / | / | -6 | 4 | -1 | 2.3% | / | / | 2
Cc1ccc(-n2cnc3ncnc(-c4ccccc4)c32)cc1 | 11% | -7 | -7 | 13 | 4 | 1.7% | 1% | 0% | 4
CCOC(=O)c1c(S(=O)(=O)NCC(=O)Nc2cccc(F)c2)c(C)n(C)c1C | -15% | 0 | -3 | -2 | 2 | -2.7% | 1% | -1% | 4
NC(=O)c1ccccc1NC(=O)c1ccc2ccccc2c1 | -6% | -7 | 13 | -4 | 3 | 0.9% | -4% | -1% | 1
COCCCNC(=O)CSc1nc2ccccc2c(=O)n1CCCC(=O)NCC1CCCO1 (centres undefined) | -4% | -2 | 0 | 11 | 7 | 4.0% | 0% | -4% | 1
COc1ccc(C2CC(=O)C3=C(C2)NC(C)=C(C(=O)Nc2ccccc2C)C3c2coc3ccc(C)cc3c2=O)cc1OC (centres undefined) | -1% | 12 | -1 | 10 | 4 | -2.2% | -1% | -5% | 4
O=C(NCc1ccccc1)c1ccc2c(c1)S(=O)(=O)c1cc(Cl)ccc1C2=O | -1% | -2 | -5 | -19 | -2 | 1.2% | -8% | -2% | 1
O=C(Nc1ccc(-n2cc(Cl)cn2)cc1)c1ccncc1 | 2% | 3 | -11 | -9 | -5 | 1.3% | 4% | -2% | 2
Oc1ccc(CNc2ccc(F)cc2)c2cccnc12 | -10% | 23 | -7 | 0 | -12 | -0.4% | -21% | 0% | 2
CCOC(=O)c1sc(NC(=O)c2ccc(CC)s2)nc1C | -8% | -5 | 1 | -21 | -19 | 14% | 0% | -2% | 2
N#Cc1c(Cc2cccc3ccccc23)nn(CCO)c1N | 2% | -3 | / | / | / | / | -1% | -4% | /
CCCC(=O)OCC(=O)Nc1ccc(OC(F)F)cc1 | 5% | -6 | 3 | 4 | -10 | 0.1% | 3% | 0% | -1

Arranged by value in D1 agonist (lowest first): seven of the compounds above.
Molecule	D1 agonist
COc1ccccc1CC(=O)N1CCCc2cc(C)ccc21	-2
CCCC(=O)OCC(=O)Nc1ccc(OC(F)F)cc1	-1
Cc1cc(C(=O)N2CCc3ccccc3C2)on1	0
O=C(NCc1ccccc1)c1ccc2c(c1)S(=O)(=O)c1cc(Cl)ccc1C2=O	1
Oc1ccc(CNc2ccc(F)cc2)c2cccnc12	2
CN(c1ccc(OCC(=O)O)cc1)S(=O)(=O)c1ccc2ccccc2c1	3
CCOC(=O)c1c(S(=O)(=O)NCC(=O)Nc2cccc(F)c2)c(C)n(C)c1C	4

Rewritten with two lines to a compound: entries from further up
Each structure is followed by: Vif-A3F inh	LDHA block	D1 PAM	D1 antag	D2 PAM	RXFP1 agonist	Vif-A3G inh	Glioma ERSR ind	D1 agonist
CCOC(=O)c1c(NC(=O)COc2cccc3c2CCN(Cc2ccc(F)cc2)C3=O)sc2c1CCC2
→ /	/	-6	4	-1	2.3%	/	/	2
CC(=Nc1cc(C(=O)c2ccccc2)ccc1N)C1=C(O)CC(C)(C)CC1=O
→ 1%	0	-13	9	-2	0.7%	-7%	4%	2

(list continues)
SMILES | Vif-A3F inh | LDHA block | D1 PAM | D1 antag | D2 PAM | RXFP1 agonist | Vif-A3G inh | Glioma ERSR ind | D1 agonist
Cc1ccc(OCC(=O)N(Cc2ccc(N(C)C)cc2)CC2CCCO2)cc1C (centres undefined) | 0% | 5 | 0 | 7 | 4 | -3.0% | -3% | -1% | 1
CCc1nnc(N/N=C/c2ccc(O)c(OC)c2)n1N | -1% | 15 | -4 | 4 | -6 | -2.1% | -1% | -2% | 1
O=C(NC(=O)c1ccc(Cl)c(Cl)c1)OC1CCS(=O)(=O)C1 (centres undefined) | 9% | 2 | -2 | 3 | 17 | -1.9% | -1% | -4% | 2
O=C(COC(=O)Cc1ccsc1)Nc1ccc(Cl)c(S(=O)(=O)N2CCOCC2)c1 | -1% | 1 | -3 | -10 | -5 | 1.1% | 1% | -5% | 21
COc1cc(=O)n(C)c2ccccc12 | -4% | -1 | -2 | 11 | -3 | 2.5% | 1% | -2% | 0
O=C(NCCCl)Nc1cccc(Br)c1 | 5% | -2 | 0 | 16 | -6 | -0.7% | -4% | -3% | 1
CS(=O)(=O)N(CC(=O)Nc1ccccc1C(=O)N1CCOCC1)c1ccc2c(c1)OCO2 | 0% | -1 | -8 | -1 | -4 | 0.8% | 1% | -2% | 4
O=C(NC1=NCCS1)C1CCN(S(=O)(=O)c2ccccc2C(F)(F)F)CC1 | -5% | -4 | -3 | -6 | 13 | -0.1% | -1% | -1% | 0
CC(NC(=O)c1ccc(Cn2cc([N+](=O)[O-])cn2)o1)c1ccccc1 (centres undefined) | -6% | -5 | -13 | 0 | 20 | 1.8% | -9% | -4% | 4
Cc1onc(-c2ccccc2Cl)c1C(=O)NC(C)c1ccccc1 (centres undefined) | -2% | 2 | 6 | 14 | -5 | -1.2% | 2% | -5% | 0
COc1ccc(C2=NCCn3c2c2ccc(C(F)(F)F)cc2[n+]3[O-])cc1 | -2% | 3 | -4 | 1 | -14 | -0.2% | -3% | -4% | -2
Cc1ccc(NC(=O)c2ccc3c(=O)n4c(nc3c2)CCCCC4)cc1F | 2% | 1 | / | -24 | 1 | 1.2% | 0% | 6% | 14
C[C@@H]1CN([C@H](C)CO)C(=O)CCCn2nncc2CO[C@H]1CN(C)S(=O)(=O)c1ccc(Oc2ccccc2)cc1 | -5% | -6 | / | / | / | / | 0% | -3% | /
O=C(CSc1nc2[nH]ncc2c(=O)[nH]1)Nc1ccc(Cl)cc1 | -19% | -4 | -1 | 15 | -9 | 0.4% | 0% | 0% | 2
COCCN1CCN(C(=O)C2CCC(=O)N(Cc3ccc(Cl)cc3)C2)CC1 (centres undefined) | -29% | -6 | 2 | -7 | 2 | 0.4% | 0% | -1% | 0
Cc1ccc(/C=N/NC(=O)CSc2nc3ccccc3c(=O)n2-c2ccccc2)s1 | -10% | -2 | -7 | 14 | 3 | 2.5% | 2% | -5% | 6
CCOc1c(Br)cc(Br)cc1/C=C1\SC(N)=NC1=O | -11% | -16 | -1 | -7 | 8 | 0.0% | -1% | -2% | 0
CC(=O)OC[C@H]1O[C@@H](O[C@H]2C[C@]3(C)C(C[C@@H](O)C4C([C@]5(C)CC[C@@H](C(C)(C)O)O5)CC[C@]43C)[C@@]3(C)CC[C@H](O)C(C)(C)C23)[C@H](O[C@@H]2O[C@@H](C)[C@H](O)[C@@H](O)[C@H]2O)[C@@H](O)[C@@H]1O (some centres undefined) | 4% | 0 | / | / | / | / | 0% | 2% | /
Nc1ccc(N=Nc2ccccc2)cc1[N+](=O)[O-] | ? | 1 | / | / | / | / | -15% | ? | /
COc1cccc(NC(=O)n2nc(N)cc2-c2ccc(Cl)cc2)c1 | 3% | 1 | 0 | -15 | 9 | 0.2% | -21% | 1% | -2
O=C(Nc1ccon1)c1cc2ccccc2oc1=O | -12% | -3 | -2 | 2 | 5 | -0.8% | 4% | -3% | 0
Cc1ccc(OCC(=O)c2cc(C)n(Cc3cccs3)c2C)c([N+](=O)[O-])n1 | -13% | -1 | -7 | -7 | -3 | 0.0% | 2% | -8% | 12

These rows are one share of the data; the hit share may differ from the screen's.
